# High-throughput results: PubChem BioAssay, National Center for Advancing Translational Sciences (NCATS)
# KDM5B inh = inhibitors of human KDM5B histone demethylase. Q9UGL1. KDM5B demethylase, FDH-coupled NADH fluorescence (FDH is formaldehyde dehydrogenase). Potency, µM (titrated, usually from 57.7 µM), without a hit: at the top dose activity change, negative = inhibition, actives largely listed as inhibitors. 220,000 compounds, 2.6% hits. AID 1347165; active = well fitted inhibition curve with a large enough effect; inconclusive = small, poorly fitted or top-dose-only effect; inactive = no such curve, though single readings can be large or run the other way; also: 0% is about no effect; nearly all actives have a fitted effect of over 70% in size
#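 Here, H3K4me3 peptide (12.5 µM in substrate mix) is demethylated by KDM5BΔAP, 200 nM final, after 10 min compound exposure. Formaldehyde product is coupled through FDH (0.25 U/mL in mix) to NADH fluorescence; 30-min ΔRFU feeds dose-response curves.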
# An asterisk follows results filed as active; ? = inconclusive; [ ] = another dose, or the depositor's remark. Potency is read from the fitted curve at half-maximal effect. This is a subset (hit frequency here may not be typical).
SMILES,KDM5B inh
CC(NC(=O)c1ccc(CS(C)(=O)=O)cc1)c1ccc(-n2ccnc2)cc1 (stereo not drawn),13.2%
Cc1ccccc1NC(=O)Cn1c(C)cc(=O)n2nc(-c3cccs3)nc12,?
O=C(Cc1ccsc1)OCC(=O)c1ccc2c(c1)OCCO2,11.8%
COc1cccc(NC(=O)Cn2c(=O)n(Cc3ccco3)c(=O)c3cc(OC)c(OC)cc32)c1,?
CCCCS(=O)(=O)Nc1ccc(N2CCOCC2)c(S(=O)(=O)N2CCOCC2)c1,25.0%
COc1ccc(NC(=O)CN2C(=O)CSc3ccc(S(=O)(=O)N(C)C)cc32)cc1Cl,?
CC(=O)Nc1ccc(C(=O)Nc2ccc3c(c2)N(C2CCCC2)C(=O)c2ccccc2S3)cc1,?
N#Cc1cccnc1N1CCN(C(C(=O)O)c2c[nH]c3cc(Cl)ccc23)CC1 (stereo not drawn),?
O=C(NC1CCN(c2nc3ncccc3o2)CC1)C1CCCC1,35.5µM*
CCOc1ccccc1NC(=O)CSc1c(C)cnc2c1c(=O)n(C)c(=O)n2C,-6.8%
CC(Cc1c[nH]c2ccccc12)C(=O)N(C)Cc1ccccc1 (stereo not drawn),10.8%
CCOC(=O)c1noc2nc(C)n(CC(=O)Nc3ccccc3F)c(=O)c12,-10.0%

# Structures listed so far that bear a hit mark in KDM5B inh:
SMILES,KDM5B inh
O=C(NC1CCN(c2nc3ncccc3o2)CC1)C1CCCC1,35.5µM*

# Next part.
SMILES,KDM5B inh
O=C(O)c1cc(-c2ccc(Cl)s2)nc2c(Cl)cccc12,?
CC(C)(C)NC(=O)N1CCCC(c2nc(CCOCC3CCOCC3)no2)C1 (stereo not drawn),-8.6%
O=C(c1ccc(F)cc1)N1CCC2(CC1)CN[S+](=O)([O-])c1ccccc1N2,-13.8%
Cc1ccccc1-n1c(/C=C/c2c(C)n(C)c3ccccc23)nc2ccccc2c1=O,-17.3%
CC(=O)N1CCC([C@@H]2CN(Cc3cccc(C#N)c3)C[C@H]2CO)CC1,-16.1%
Cc1cc(S(=O)(=O)C(CNC(=O)COc2ccccc2)c2cccs2)ccc1F (stereo not drawn),-2.4%
CCC(=O)N1CCc2c(C(=O)Nc3ccc(OC)c(OC)c3)cccc21,-13.2%
Cc1cccc(Nc2cc(C)nc3nc(Cc4ccc(Cl)cc4)nn23)c1,?
Cn1cnc(S(=O)(=O)N2CCCC(c3nc(-c4cnccn4)no3)CCNC(=O)CC2)c1 (stereo not drawn),-0.3%
CSc1ccc(CNC(=O)CCc2conc2-c2cccc(C)c2)cc1,-32.4%
Cc1cc2c(=O)cc(C(=O)N(Cc3cccs3)c3ccccn3)oc2cc1Cl,-20.0%
O=C(CSc1nc(=O)n(Cc2ccco2)c2c1CCC2)NCc1ccc(F)cc1,4.6%

# Laid out differently: four of the compounds above
SMILES	KDM5B inh
Cc1cccc(Nc2cc(C)nc3nc(Cc4ccc(Cl)cc4)nn23)c1	?
Cn1cnc(S(=O)(=O)N2CCCC(c3nc(-c4cnccn4)no3)CCNC(=O)CC2)c1 (stereo not drawn)	-0.3%
CSc1ccc(CNC(=O)CCc2conc2-c2cccc(C)c2)cc1	-32.4%
Cc1cc2c(=O)cc(C(=O)N(Cc3cccs3)c3ccccn3)oc2cc1Cl	-20.0%

# The list continues.
SMILES,KDM5B inh
OCc1nc2ccccc2[nH]1,-2.2%
Cc1cccc(/C=N/Nc2ccc(S(=O)(=O)Nc3cccc(Cl)c3)cc2[N+](=O)[O-])c1,27.2%
O=C1NC2(CCCN(C(=O)C3CCCC3)C2)Oc2ccccc21 (stereo not drawn),-0.5%[86.2 µM]
CC(C)(C)C(=O)N1CC[C@@H]2[C@H]1C(=O)N(c1ccc(F)c(Cl)c1)C(=O)N2Cc1ccccc1,-1.7%
COc1cccc(C(=O)N2CCCN(c3nc4ncccc4o3)CC2)c1,-14.0%[86.2 µM]
CCn1cc(S(=O)(=O)c2cccc(C)c2)c(=O)c2cc(F)c(N3CCN(c4ccccc4)CC3)cc21,-28.1%
CC(C)N1C(=O)C2(CCCCC2)C1C(=O)NCCCN1CCCc2ccccc21 (stereo not drawn),?
Cn1ncc(N2CCC(C(=O)NCC3CCN(Cc4ccc(F)cc4)CC3)C2)cc1=O (stereo not drawn),11.1%
Cc1cc(C)c(/C=C/c2ccc3ccccc3n2)c(C)c1,-5.2%
COCCN1CCNc2nc(COc3ccc(C(C)C)cc3)n(Cc3ccccc3)c2C1=O,5.5%
COc1ccc(S(=O)(=O)N2[C@@H]3CC[C@H]2CC(NC(=O)c2ccc(F)cc2)C3)cc1 (stereo partly drawn),-0.5%
CCONC(=O)COc1ccc(Nc2ccccc2)cc1,4.5%
CN(C)/C=N/S(=O)(=O)c1ccc(Cl)c(Cl)c1,22.0%
Cn1cc(C(=O)N2CCC(N(Cc3ccccc3)C3CCOCC3)CC2)cn1,21.2%
COc1cccc(CNC(=O)c2cc3cc(C)ccc3[nH]2)c1,10.3%
CC(C)CN(Cc1ccc(F)cc1)Cc1cc(=O)n2c3c(sc2n1)CCCC3,?
COc1ccc(CN2CC[C@@H]3CN(S(C)(=O)=O)[C@@H]3C2)c(OC)c1,-1.7%
O=C(NCCc1nc2ccccc2n1Cc1ccccc1F)c1ccc(F)cc1,-14.8%
COc1ccc(N2CCN(C(=O)c3ccc(Nc4nc5ccccc5n5nnnc45)cc3)CC2)cc1,-13.1%
Cc1c(Oc2ccc(C#N)c(C#N)c2)cccc1Oc1ccc(C#N)c(C#N)c1,23.7%
COCCN1C(=O)CCc2cc(NC(=O)COC)ccc21,4.6%
CCOC(=O)c1ccc(Oc2nc(C)nc3c2oc2ccccc23)cc1,-7.9%
COC(=O)Cc1c(C)c2ccc(OCc3nn[nH]n3)c(C)c2oc1=O,?
CCCn1ncnc1C(C)Nc1cc(C(C)C)nc2cc(C)nn12 (stereo not drawn),?
COc1ccc(NC(=O)C2CCN(c3cc(C(F)(F)F)ncn3)CC2)cc1,1.0%
Cc1cc(C)cc(OCC(=O)Nc2ccc3[nH]ncc3c2)c1,-0.1%
CCc1cccc(NC(=O)N2CC(C(=O)N(C)C)C3(CCOCC3)C2)c1 (stereo not drawn),4.0%
Cc1ccccc1CN1CCN(Cn2nc(C)c3ccccc3c2=O)CC1,-8.7%
CC(C)n1nc(C(=O)Nc2nc(-c3cccs3)cs2)c2ccccc2c1=O,9.3%
O=C(NC1CCCCCC1)c1cnn(-c2ccc(F)cc2)c1-n1cccc1,-17.2%
O=C(c1ccccc1F)N1CCC(O)(c2csc(CN3CCc4ccccc4C3)n2)CC1,?
Cc1nn(-c2ccc(F)cc2)c(Oc2ccccc2F)c1CCC(=O)N(C)C(C)C,-8.5%
COc1cccc(CNC(=O)C(=O)NCC(c2ccco2)S(=O)(=O)c2ccccc2)c1 (stereo not drawn),-22.2%
COc1ccc2c(COC(=O)c3ccccc3F)cc(=O)oc2c1,?
COc1cccc(CN2C(=O)C3(SCC(=O)N3c3ccc(F)cc3)c3ccccc32)c1 (stereo not drawn),?
COc1ccc(Br)cc1C1Sc2ccccc2NC2=C1C(=O)c1ccccc12 (stereo not drawn),-22.1%

# Reprinted from above, 3 compounds:
SMILES,KDM5B inh
COc1ccc(NC(=O)CN2C(=O)CSc3ccc(S(=O)(=O)N(C)C)cc32)cc1Cl,?
CC(=O)Nc1ccc(C(=O)Nc2ccc3c(c2)N(C2CCCC2)C(=O)c2ccccc2S3)cc1,?
N#Cc1cccnc1N1CCN(C(C(=O)O)c2c[nH]c3cc(Cl)ccc23)CC1 (stereo not drawn),?

# Next part:
SMILES,KDM5B inh
CSc1ccc(C2NN=C(c3ccccc3)S2)cc1 (stereo not drawn),?
c1coc(-c2nc3nccc(-c4cc5ccccc5o4)n3n2)c1,?
CN(Cc1ccco1)C(=O)c1ccc(-n2cnnn2)cc1,-1.4%
Oc1ccc(N2CCN(c3nc(-c4cccnc4)nc4ccccc34)CC2)cc1,?
Cn1cc(CNC(=O)C[C@@H]2C[C@H]3O[C@H](CNC4CCCCC4)[C@@H](O)[C@H]3O2)cn1,-7.3%[86.2 µM]
O=C1CC(c2noc(-c3ccc4c(c3)OCO4)n2)CN1c1ccc(F)c(Cl)c1 (stereo not drawn),?
CN1C(=O)CS(=O)(=O)C12CCN(C(=O)COc1ccc(Cl)cc1)CC2,7.8%
Cc1sc2ncn(CC(=O)N(C)c3cccc(C(F)(F)F)c3)c(=O)c2c1S(=O)(=O)N1CCN(c2ncccn2)CC1,?
Cc1cccc(NC(=O)c2ccccc2NC(=O)c2nc(-c3ccccc3)oc2C)c1,8.9%
CCS(=O)(=O)Nc1ccc(C)n(CC(=O)N2CCN(c3ccccc3)CC2)c1=O,-8.3%
COc1ncccc1-c1cc(C(=O)N2CCC(OC)CC2)c2c(c1)ncn2C,-22.4%[86.2 µM]
O=c1c2nc(-c3ccoc3)ccc2ncn1-c1ccc(F)cc1F,?

# Rewritten field by field: 2 of the compounds above
SMILES: CN(Cc1ccco1)C(=O)c1ccc(-n2cnnn2)cc1
- KDM5B inh: -1.4%

SMILES: Cc1sc2ncn(CC(=O)N(C)c3cccc(C(F)(F)F)c3)c(=O)c2c1S(=O)(=O)N1CCN(c2ncccn2)CC1
- KDM5B inh: ?

# (cont.)
SMILES,KDM5B inh
Cc1ccc2c(c1)sc1nc(-c3cc4ccccc4oc3=O)cn12,1.9%
Cc1ccc(S(=O)(=O)N2CCN(C(=O)c3cc(S(=O)(=O)N4CCOCC4)ccc3Cl)CC2)c(C)c1,11.9%
O=C(NCC(F)F)C1CN(c2ccccc2)C(=O)N1 (stereo not drawn),22.0%[86.2 µM]
COCCN1CCC(CN(C)C(=O)C(N)c2c(C)n[nH]c2C)CC1 (stereo not drawn),-10.0%
